RAM network inh = inhibitors of the yeast RAM network; S. cerevisiae dse1pr::URA3 reporter, 5-FOA growth OD615, 2 d; analog-sensitive cbk1-as2 kinase mutant strain; inhibition, % at 50 µM; 1.8% of 190,000 active;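 active = inhibition above a set limit, 3 SD over mean compound inhibition, cut at about 8.4% in these data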;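 also: 0% = DMSO-only wells with no growth and 100% = 10 µM 1-NA-PP1 full growth; inhibition rescues growth on 5-FOA so higher OD means more RAM inhibition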
PMI activator = increases human mannose-6-phosphate isomerase activity. 0.005% of 190,000 active. purified human PMI, coupled resazurin fluorescence, 20 min; stronger effect = higher value; 1 = vehicle control, 0 substrate-free wells. P34949. activation factor at 20 µM;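 active = activation factor of 2 or more at 20 µM, relative to plate controls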
Target sequence (P34949 whole entry, looked up): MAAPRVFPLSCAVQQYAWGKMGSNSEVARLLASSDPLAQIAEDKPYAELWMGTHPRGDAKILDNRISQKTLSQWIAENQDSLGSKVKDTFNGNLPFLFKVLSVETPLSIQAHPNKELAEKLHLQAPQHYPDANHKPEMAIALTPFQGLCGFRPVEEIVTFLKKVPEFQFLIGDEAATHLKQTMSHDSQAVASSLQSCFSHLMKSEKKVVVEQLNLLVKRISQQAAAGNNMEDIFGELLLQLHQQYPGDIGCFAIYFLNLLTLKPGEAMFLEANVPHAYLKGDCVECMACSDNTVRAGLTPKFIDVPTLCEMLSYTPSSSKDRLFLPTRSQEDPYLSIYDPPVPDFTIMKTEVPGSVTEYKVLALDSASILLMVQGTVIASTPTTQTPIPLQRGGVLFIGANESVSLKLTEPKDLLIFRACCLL
S1P3 antagonist = S1P3 (human) receptor antagonism; AID 485; CHO S1P3 NFAT-BLA reporter, FRET fluorescence, antagonist mode; 0.27% of 170,000 active; inhibition, % at 4.98 µM; Q99500;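 active = inhibition above the plate cutoff, the mean inhibition of test wells on that plate plus 3 SD, cut at about 28% in these data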;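 also: cells challenged with S1P at its EC80 of 0.8 µM; blue over green emission ratio from cleaved BLA substrate after 4 h stimulation; 0% = S1P-stimulated wells and 100% = unstimulated DMSO-only wells; some compounds past the cut are filed as inactive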
Target sequence (Q99500 whole entry, looked up): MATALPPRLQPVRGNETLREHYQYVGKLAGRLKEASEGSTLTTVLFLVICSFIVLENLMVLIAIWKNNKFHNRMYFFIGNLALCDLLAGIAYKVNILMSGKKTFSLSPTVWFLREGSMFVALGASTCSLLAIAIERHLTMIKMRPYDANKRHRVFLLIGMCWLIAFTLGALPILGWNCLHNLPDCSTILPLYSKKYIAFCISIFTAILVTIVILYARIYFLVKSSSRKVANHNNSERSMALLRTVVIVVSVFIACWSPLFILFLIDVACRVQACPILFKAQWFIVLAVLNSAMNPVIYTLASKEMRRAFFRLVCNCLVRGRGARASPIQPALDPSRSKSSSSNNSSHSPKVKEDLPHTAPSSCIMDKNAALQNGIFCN
Hsp70 activator = transcriptional activators of Hsp70. 0.04% of 200,000 active. activation, % at 10 µM. AID 1203. HeLa Hsp70 promoter luciferase reporter, luminescence; scaled: vehicle 0, proteasome-inhibitor control 100%;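 active = activation above the mean across all tested compounds plus 3 SD, cutoff set per campaign, cut at about 5.5% in these data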;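 also: 100% = MG132 at 30 µM as the positive control and 0% = DMSO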
Lmaj promast = inhibitors of Leishmania major promastigote growth | Leishmania major promastigotes, resazurin fluorescence viability | inhibition, % at 10 µM | 9% of 200,000 active;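 also: promastigotes grown with compound for 44 hours at 28 °C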
Redox H2O2 prof = compounds producing H2O2 with reducing agent – biochemical, NIH compound library profiling, artefact control for MLSCN library redox annotation, primary screen | 0.03% of 200,000 active | DTT-dependent redox cycling H2O2, phenol red/HRP absorbance; 100% = 100 µM peroxide control, 0% = buffer | AID 878 | activation, % at 10 µM;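 active = activation of at least 50% relative to the plate's high and low controls in the primary single-dose screen; inactive = activation below 50%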;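 also: compound incubated with DTT at 0.8 mM final as the reducing agent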
PMI act satM6P = activators of human phosphomannose isomerase at near-saturating mannose 6-phosphate. activation factor at 20 µM. 0.34% of 190,000 active. AID 1216. P34949. coupled PMI enzyme assay, resazurin fluorescence, 20 min; stronger effect = higher value; 1 = untreated enzyme, 0 = substrate-free blank;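 active = activation factor of 2 or more at 20 µM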
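Material: human phosphomannose isomerase with PGI, G6PDH, diaphorase coupling enzymes / Reagent: Man-6-P substrate 1.0 mM / Dosing: single compound dose of 20 µM, 1% DMSO final / Incubation: enzyme reaction with compound 20 min at room temperature / Signal: resorufin fluorescence (Ex 544/Em 590 nm) from resazurin via diaphorase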
Diaphorase inh = diaphorase inhibition or chemical oxidation counter-screen | 0.69% of 190,000 active | diaphorase resazurin-to-resorufin fluorescence, NADH, 16 min; bacterial (C. kluyveri) enzyme, not human | inhibition, % at 20 µM | AID 1217;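 active = primary screen inhibition at 20 µM above a set limit, cut at about 50% in these data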;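 also: plate controls were DMSO with full reaction for no effect and wells lacking NADH for full effect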
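Assay system: diaphorase enzyme from Clostridium kluyveri. Quantity: enzyme working solution with 0.14 U/mL diaphorase. Schedule: reaction incubation of 16 min at room temperature. Technique: resorufin fluorescence, excitation 544 nm, emission 590 nm. Controls: No-NADH positive control and DMSO neutral control.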
G6PDH counter = L. mesenteroides G6PDH inhibition counter-screen | Purified L. mesenteroides G6PDH, diaphorase/resazurin coupled fluorescence, 45 min | inhibition, % at 5 µM | 0.12% of 200,000 active
TLR4 MyD88 comp = blocks binding of human TLR4 to MyD88. inhibition, % at 8.4 µM. AID 861. 0.18% of 200,000 active. HeLa CL3-4 TLR4/MyD88 BLA complementation, FRET ratio. O00206+Q99836; in the data active = inhibition above about 25%;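 also: 0% = vehicle and 100% = reference inhibitor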
Diaph act CS = activates diaphorase or chemically reduces, flagging diaphorase assay artifacts; activation factor at 20 µM; Diaphorase/resazurin coupled assay, resorufin fluorescence, 16 min; stronger effect = higher value; 1 = vehicle wells, 0 = NADH-free wells; 0.005% of 190,000 active;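 active = diaphorase activity raised at least twofold by the compound at 20 µM; inactive = activation factor below 2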
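Measured by – red resorufin fluorescence at 544/590 nm excitation/emission · Test system – Clostridium kluyveri diaphorase, purified enzyme · Incubation – reaction time 16 min, room temperature · Buffer or medium – 50 mM HEPES pH 7.4 with 4.542 mM MgCl2, 0.005% Tween 20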
An asterisk follows results filed as active; . = not tested or not shown. Rule as the data show it, unless noted: active = inhibition above about 50%; inactive = the rest. Outcome played no part in choosing rows; 12% or so of the library scored in one or more.

SMILES	RAM network inh	PMI activator	S1P3 antagonist	Hsp70 activator	Lmaj promast	Redox H2O2 prof	PMI act satM6P	Diaphorase inh	G6PDH counter	TLR4 MyD88 comp	Diaph act CS
Cc1ccc(NC(=O)c2ccc(N3C(=O)C4CC=C(Cl)CC4C3=O)cc2)cc1 (stereo unspecified)	3.1	1	.	-0.2	-6	0.1	1	4	-5	-5	1
CC(C)CCN1C(=O)CCC1(C)C(=O)NC1CCCCCCC1 (stereo unspecified)	0.4	0.9	.	0.0	-1	0.0	0.9	25	8	0	0.8
O=C(CCc1ccccn1)N1CCCC(CNS(=O)(=O)c2cccs2)C1 (stereo unspecified)	-0.7	1	-9	-0.1	-2	0.1	1.1	13	14	-3	0.9
CCOC(=O)CNC(c1ccccc1)c1cc(Br)ccc1NC(=O)OCC (stereo unspecified)	1.9	0.8	.	-0.4	54*	-1.0	0.9	22	10	-2	0.8
CCOc1ccc2nc(C)cc(Nc3ccc(N4CCOCC4)cc3)c2c1	-0.1	1	-7	0.9	64*	-0.4	0.9	-1	0	-2	1
COc1cc(OC)cc(C(=O)NC(C)c2cnn(-c3ccccc3C)c2C)c1 (stereo unspecified)	1.3	0.9	9	0.2	13	-0.8	0.9	11	25	2	0.9
Cc1ccc(-c2nc3ccccn3c2NC(=O)c2ccco2)cc1	-0.4	1.2	.	-0.1	-3	0.6	1.2	7	7	-1	0.9
Cc1ccsc1/C=N/Nc1ncnc2nc[nH]c12	0.7	1	-16	1.2	40	0.1	1	-11	-3	-2	1.1
CCOc1ccc(NC(=O)COC(=O)C23CC4CC(CC(C4)C2)C3)c([N+](=O)[O-])c1	4.5	0.8	-31	-0.3	-2	-0.5	0.9	22	-17	6	0.8
O=C(Oc1coc(CSc2ncccn2)cc1=O)c1cccc([N+](=O)[O-])c1	1.9	1	-3	0.0	-7	0.4	0.9	11	6	8	0.9
O=C(NC1CCS(=O)(=O)C1)c1cnccn1 (stereo unspecified)	0.9	1	.	-0.3	-4	-0.2	1	-2	14	-2	1
CCN(CC)C(=S)SCC(=O)Nc1ccc(F)cc1	0.8	0.9	.	-0.4	9	2.1	1	7	4	-15	0.9
CCOC(=O)c1cnc(SC2CC(=O)N(c3cccc(OC)c3)C2=O)nc1N (stereo unspecified)	10*	0.9	.	-0.4	-3	3.5	1	17	0	8	0.8
c1coc(-c2nc3c4c5c(sc4ncn3n2)CCCC5)c1	3.3	0.8	10	0.1	-1	3.0	0.9	14	15	-8	0.9
CC(/C=C/c1ccccc1F)=N\NC(=O)c1ccc(Cl)cc1	-0.5	1	12	-0.2	-6	-1.3	1.1	-31	10	-1	1.3
N#C/C=C\Oc1ccc(Cl)cc1N	2.1	0.7	.	0.0	68*	2.4	0.4	19	10	-5	0.8
CN(Cc1nc(Cc2ccccc2F)no1)[C@@H]1CS(=O)(=O)C[C@H]1O	0.9	1	-5	-0.2	2	-0.6	1.1	0	8	1	1
CCOC(=O)C1CCCN(c2nc3ccccc3nc2C(C#N)C(=O)OCC)C1 (stereo unspecified)	4.2	0.9	-2	-0.4	14	-0.6	0.9	26	6	10	0.7
CC1C(=O)C(C)C(c2ccc3c(c2)OCO3)NC1c1ccc2c(c1)OCO2 (stereo unspecified)	-0.3	1	8	-0.4	10	-0.6	0.9	5	4	-3	1
Cc1[nH]c2ccc(-c3n[nH]c(=S)n3-c3ccc(Br)cc3)cc2c1C	10*	1	8	0.4	11	0.8	1	8	4	-9	0.9
COc1cccc2cc(C(C)N(CCCN3CCOCC3)C(=S)Nc3cc(C)cc(C)c3)oc12 (stereo unspecified)	-1.2	0.9	-13	0.0	13	-0.3	1	18	-1	4	0.8
COc1ccccc1NC(CC(=O)c1ccccc1)C(=O)OCC(=O)c1ccc(C)cc1 (stereo unspecified)	7.7	0.9	-3	0.0	23	1.0	1	10	0	-2	0.9
COc1cc(OC)cc(-c2nc3nc(C)c(CCC(=O)NCc4ccco4)c(C)n3n2)c1	5.8	1	-22	-0.1	2	1.6	1.1	-9	6	9	1.1
Cc1ccc(C2CC(c3cccc(Cl)c3)n3nc(N)nc3N2)cc1 (stereo unspecified)	0.3	0.9	-4	-0.3	49	-0.2	0.9	14	-20	-61	0.9
CC1CCN(C(c2ccccc2)c2nnnn2C(C)(C)C)CC1 (stereo unspecified)	2.3	1.1	0	0.0	0	-0.8	1.2	-9	9	-3	1.1
Cc1ccc(N/C(=N/S(=O)(=O)c2cccs2)c2ccccc2)c(C)c1	-0.1	1	4	-0.2	9	0.8	1	15	2	1	0.9
COc1ccc(CCNC(=O)CSc2nnc(-c3ccc(F)cc3)c3ccccc23)cc1OC	1.9	1	4	-0.4	65*	0.8	0.9	20	10	-3	0.8
CCCCc1cc(=O)oc2c(CN3CCCC3)c(O)c(Cl)cc12	-0.4	0.8	-18	0.2	-2	1.4	0.9	20	9	-23	0.8
COC(=O)CSc1nc(-c2ccccc2)nc2ccc(F)cc12	4.9	1	.	0.1	-4	1.4	1	7	-5	9	0.9
COC(=O)c1ccc(NC(=S)N2CCN(Cc3ccccc3Cl)CC2)cc1	1.7	1	8	-0.3	-4	-0.3	1.1	2	9	8	1
CCCCC(=O)Nc1ccc(C(=O)NNC(=O)CCc2ccccc2)cc1	2.9	0.9	.	0.1	-4	-4.2	0.9	8	2	11	0.9
c1ccc(-n2c(-c3ccncc3)nnc2-c2cccs2)cc1	4.2	1.1	19	-0.2	-7	2.1	1.1	11	13	1	0.9
CCOC(=O)c1oc2ccccc2c1NC(=O)c1ccc(S(=O)(=O)N(C)C)cc1	5.3	1	-8	-0.4	-4	0.9	1	8	5	-9	0.9
Cc1ccccc1CC1(CO)CCCN(C(=O)c2cc(-c3ccccc3)no2)C1 (stereo unspecified)	6.3	1	5	-0.4	-4	-0.1	1	5	6	-6	0.9
CCOC(=O)CCc1c(C)nc2cc(-c3ccccc3OC)[nH]n2c1=O	-1.1	0.9	1	-0.3	-5	0.2	0.9	13	-18	6	0.9
OCCCc1nc2ccccc2n1CCOc1ccccc1	0.2	1	2	0.1	1	-0.3	1.1	11	2	-7	0.9
Cc1ccc(NC(=O)c2ccccc2Br)cc1S(=O)(=O)N(C)C	5.3	1.1	-21	-0.2	1	-1.5	1	0	9	-10	1
O=C(CC1S/C(=N\S(=O)(=O)c2ccccc2)N(c2ccccc2)C1=O)Nc1ccc(F)cc1 (stereo unspecified)	7.3	0.9	-2	-0.2	-7	-0.1	1	14	11	-21	0.9
O=c1oc2cc(O)ccc2c2oc3cc(O)ccc3c12	1.8	0.9	-7	0.0	-2	-0.1	0.8	19	15	-15	0.8
CC1=NN(c2nc3ccccc3[nH]2)C(=O)/C1=C/N(C)C	-0.1	1.1	-8	-0.3	-2	-0.3	1.1	-2	7	-3	1
Cc1cccc(C(=O)NNC(=O)c2ccc(Cl)cc2)c1O	1.6	1	.	0.0	-13	-1.1	1.1	15	-13	-6	0.9
COc1cc2nc(=S)n3[nH]c(COc4ccccc4C)nc3c2cc1OC	3.0	0.9	-3	-0.5	-14	0.1	1.1	91*	5	-10	0.1
CCOc1ccc(Cn2nnc(C(=O)Nc3cc(C)cc(C)c3)c2N)cc1	5.0	0.8	-9	0.0	-2	1.0	0.9	7	-11	-4	0.9
O=[N+]([O-])c1ccc(N2CCC(=NOCc3ccc(Cl)cc3)CC2)cc1	11*	0.9	.	-0.2	41	2.0	0.9	5	8	0	0.9
CC(C)C(NC(=O)C1CCC(C(C)(C)C)CC1)C(=O)NCc1cccnc1 (stereo unspecified)	-0.8	1	.	-0.5	-2	-0.4	1	-5	13	1	1

5 entries from above, ordered by the value under RAM network inh, descending.
canonical_smiles	RAM network inh
c1coc(-c2nc3c4c5c(sc4ncn3n2)CCCC5)c1	3.3
O=C(Oc1coc(CSc2ncccn2)cc1=O)c1cccc([N+](=O)[O-])c1	1.9
CN(Cc1nc(Cc2ccccc2F)no1)[C@@H]1CS(=O)(=O)C[C@H]1O	0.9
OCCCc1nc2ccccc2n1CCOc1ccccc1	0.2
O=C(CCc1ccccn1)N1CCCC(CNS(=O)(=O)c2cccs2)C1 (stereo unspecified)	-0.7

Additional records
SMILES	RAM network inh	PMI activator	S1P3 antagonist	Hsp70 activator	Lmaj promast	Redox H2O2 prof	PMI act satM6P	Diaphorase inh	G6PDH counter	TLR4 MyD88 comp	Diaph act CS
COCCN=c1scc(-c2ccccc2)n1/N=C/c1c[nH]c2ccccc12	-1.1	0.7	1	-0.1	13	0.9	0.9	20	-16	-1	0.8
Cn1c(=O)n(Cc2ccc(F)cc2)c(=O)c2c1nc1n2CCCN1C1CCCCC1	5.7	0.9	8	0.3	3	-0.2	0.9	30	4	-4	0.7
Cc1ccc(NC(=O)Cn2cc(S(=O)(=O)c3ccccc3)c(=O)c3cc(F)ccc32)cc1	0.1	1	-11	-0.2	-7	1.3	1	8	12	-6	0.9
Cc1ccc2nc(NC(=O)C3=NN(c4ccccc4)C(=O)CC3)sc2c1	1.9	1	1	-0.3	-6	-0.3	1	18	-51	-7	0.8
Cc1[nH]n(-c2ccccc2)c(=O)c1CCOC(=O)c1cccc(C(F)(F)F)c1	1.9	0.8	.	0.2	-10	2.4	0.9	12	6	11	0.9
CCOc1cc(NC(=S)Nc2cccc(C)c2)c(OCC)cc1NC(=O)CC(C)C	1.2	0.9	.	-0.1	-4	2.2	0.8	4	2	10	1
CC(C)(C)[C@H]1C=C(C(=O)N2CCN(Cc3ccccc3)CC2)O[C@@H](OCc2ccc(CO)cc2)C1	2.2	0.9	-8	-0.1	18	0.2	0.9	37	13	9	0.6
O=C(Nc1ccc2nsnc2c1)N1CCCCC1	0.7	0.7	.	-0.4	-3	0.2	0.8	32	11	-10	0.7
O=C1C2CCCN2C(c2ccc(F)cc2)N1c1ccc(Cl)cc1 (stereo unspecified)	4.0	0.9	-14	0.2	-3	-1.1	1	11	13	-8	0.9

Two successive records out of the list so far, for reference:
SMILES	RAM network inh	PMI activator	S1P3 antagonist	Hsp70 activator	Lmaj promast	Redox H2O2 prof	PMI act satM6P	Diaphorase inh	G6PDH counter	TLR4 MyD88 comp	Diaph act CS
Cc1ccc(NC(=O)c2ccc(N3C(=O)C4CC=C(Cl)CC4C3=O)cc2)cc1 (stereo unspecified)	3.1	1	.	-0.2	-6	0.1	1	4	-5	-5	1
CC(C)CCN1C(=O)CCC1(C)C(=O)NC1CCCCCCC1 (stereo unspecified)	0.4	0.9	.	0.0	-1	0.0	0.9	25	8	0	0.8

Bioassay records as filed in PubChem.
